IMPase inh: membrane-permeable compound that blocks inositol monophosphatase; P97697; CHO-M1 cells, IP1 accumulation, HTRF TR-FRET ratio; inhibition (IP1 accumulation), % at 46.1 µM; 120,000 tested, under 10 active; AID 901; active = well fitted curve in the direction sought with a large enough effect in the signal ratio, not every such curve was filed as active; inconclusive = small, poorly fitted or top-dose-only effect, or a change in a side signal; inactive = no such curve, though single readings can be large or run the other way; the % refers to the signal ratio;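 note: cells stimulated with carbachol in lithium chloride buffer; plate controls were DMSO basal wells for no effect and reference inhibitor wells for full effect; higher means more IMPase inhibition seen as more IP1 and lower FRET ratio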
Target sequence (P97697 whole entry, looked up): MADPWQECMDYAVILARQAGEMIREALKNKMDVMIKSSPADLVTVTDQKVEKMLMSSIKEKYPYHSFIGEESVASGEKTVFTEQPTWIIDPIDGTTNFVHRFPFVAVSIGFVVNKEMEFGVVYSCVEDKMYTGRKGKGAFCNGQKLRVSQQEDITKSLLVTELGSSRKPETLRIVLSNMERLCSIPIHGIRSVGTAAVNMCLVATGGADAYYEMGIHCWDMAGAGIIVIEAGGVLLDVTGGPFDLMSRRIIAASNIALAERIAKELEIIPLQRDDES
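Cellular IMPase inhibition is scored as a rise in cytosolic IP1, detected by competitive TR-FRET between d2-labelled IP1 and a europium anti-IP1 antibody. M1-expressing CHO cells were stimulated with carbachol for 30 min at 37C, with lithium (50 mM LiCl) present in the buffer.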
15-hLO-2 inh: blocks human 15-lipoxygenase 2 activity; O15296; purified 15hLO-2, xylenol orange hydroperoxide absorbance; Potency, µM (top dose mostly 57.1 µM), inactives show top-dose activity change, negative = inhibition, hits mostly inhibitors; hit rate 0.56% among 110,000; note: potency is the fitted concentration of half-maximal effect; nearly all actives have a fitted effect of over 60% in size; many of its hits are not listed in these tables
Target sequence (O15296 whole entry, looked up): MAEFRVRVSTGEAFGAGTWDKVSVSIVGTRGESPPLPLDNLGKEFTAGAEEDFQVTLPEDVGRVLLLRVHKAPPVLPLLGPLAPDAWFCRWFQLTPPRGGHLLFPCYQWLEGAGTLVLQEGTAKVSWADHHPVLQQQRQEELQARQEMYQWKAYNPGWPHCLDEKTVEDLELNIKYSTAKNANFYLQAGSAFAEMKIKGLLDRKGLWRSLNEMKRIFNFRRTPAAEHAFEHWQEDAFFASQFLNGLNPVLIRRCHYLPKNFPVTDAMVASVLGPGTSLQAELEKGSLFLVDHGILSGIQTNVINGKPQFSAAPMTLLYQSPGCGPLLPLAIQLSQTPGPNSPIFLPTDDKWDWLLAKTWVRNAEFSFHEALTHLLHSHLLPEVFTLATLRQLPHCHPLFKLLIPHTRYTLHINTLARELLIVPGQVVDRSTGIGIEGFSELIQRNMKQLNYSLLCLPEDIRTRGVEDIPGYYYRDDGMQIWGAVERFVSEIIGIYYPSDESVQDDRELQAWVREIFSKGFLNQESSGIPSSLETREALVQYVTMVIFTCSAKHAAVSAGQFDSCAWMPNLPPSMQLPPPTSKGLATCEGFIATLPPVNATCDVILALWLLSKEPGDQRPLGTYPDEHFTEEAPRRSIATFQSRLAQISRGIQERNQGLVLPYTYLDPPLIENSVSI
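Purified human 15hLO-2 (50 nM final) preincubated with compounds 15 min at room temperature in 25 mM Hepes pH 7.5, 0.01% Triton X-100, then 45 uM arachidonic acid added for 90 min; hydroperoxide detected via ferrous/xylenol orange, 573/405 nm absorbance ratio.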
PNC assembly inh: blocks assembly of the perinucleolar compartment. PC3M PTB-GFP, PNC prevalence imaging, 16 h; hits give low values. hit rate 3.1% among 140,000. activity change (PNC), negative = inhibition, % at 10 µM. AID 2417;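 active = readout at or below -70, meaning at least 70% loss of cells showing the perinucleolar compartment, a nuclear body marking cancer cells; inconclusive = readout between -30 and a set limit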;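 note: plate controls were DMSO wells for no effect and camptothecin positive control wells for full effect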
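PC3M cells stably expressing PTB-GFP, 750–1000 cells/well, treated 16 h at 37 °C with compound (23 nl of library stock), in duplicate. After paraformaldehyde fixation and Hoechst stain, imaged at 20x; PNC prevalence scored by image analysis.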
ALOX12 inhib: 12-hLO (ALOX12) enzyme inhibition. P18054. purified 12-hLO, xylenol orange hydroperoxide absorbance. Potency, µM (doses to about 57.1 µM), for inactives: top-dose activity change, negative = inhibition, hits mostly inhibitors. hit rate 0.12% among 150,000; note: potency is the fitted concentration of half-maximal effect; nearly all actives have a fitted effect of over 55% in size; many of its hits are not listed in these tables
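Hydroperoxide output read as Fe(III)-xylenol orange absorbance, 573-to-405 nm ratio, after 30 min reaction with 40 uM arachidonic acid. Enzyme: 150 nM purified human 12hLO, 15 min compound preincubation; 25 mM Hepes pH 7.0, room temperature.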
An asterisk follows results filed as active; u = inconclusive; x = not tested or not shown; [ ] = remark or other dose. Unless noted, calls come from the whole dose curve; as a rule, active = well fitted curve in the direction sought with a large enough effect; inconclusive = small, poorly fitted or top-dose-only effect, or another doubt; inactive = no such curve, though single readings can be large; an effect the other way counts as inactive or inconclusive. Unless noted, % is set by controls: 0 for no effect and ±100 for the full control effect. These rows are one share of the data; count on the stated rates, not on these rows.

The line under a structure holds: IMPase inh	ALOX12 inhib	15-hLO-2 inh	PNC assembly inh
- Cc1ccc(C)c(S(=O)(=O)NCc2cccnc2)c1
  -5	2%	x	u
- COc1ccccc1N1CCN(C2CCN(C(=O)COc3cccc(C)c3)CC2)CC1
  x	-1%	x	u
- N/C(=N\N=C\c1ccnc2ccccc12)SC1CC(=O)N(c2ccc(Br)cc2)C1=O (stereo not drawn)
  14	3%	-26%	2
- N#Cc1cc(C#N)c(N2CCN(c3cccc(Cl)n3)CC2)nc1N
  2	0%	-3%	53
- COc1ccc(C2=NN(CN3C(=O)C(=O)c4ccccc43)C(c3ccc(OC)cc3)C2)cc1 (stereo not drawn)
  x	-11%	x	u
- C[C@@H]1O[C@@H](n2cc(F)c(=O)[nH]c2=O)[C@H](O)[C@@H]1O
  5	-2%	-3%	x
- COCCN(CCOC)S(=O)(=O)c1ccc(C(=O)Nc2nc3c(s2)CCc2ccccc2-3)cc1
  x	2%	x	-17
- CCn1c(CNC(=O)COc2ccc(C(C)C)cc2)nnc1SCC(=O)Nc1ccc(F)cc1
  10	-2%	15%	12
- CCCc1nc(SCC(=O)N2CCc3ccccc3C2)c2ccccc2n1
  -13	-2%	-2%	92
- N#CC1=C2Sc3ccccc3N2CCCC1=O
  6	-1%	3%	u
- Cc1ccccc1NC(=O)CSc1nc2cc3c(cc2cc1C)CCC3
  u	4%	-12%	20
- Cc1noc(/C=C/c2ccco2)c1S(=O)(=O)N1CCC(C(=O)N2CCc3ccccc32)CC1
  6	-1%	-17%	u
- COc1ccccc1NC(=O)c1nnn(Cc2ccccc2)c1NC(C)=O
  1	-12%	7%	-23
- Cc1ccc(SCCC(=O)N2CCOCC2)cc1
  -1	5%	3%	u
- O=C(CSc1cc(Cl)ccc1Cl)NC1CCCc2ccccc21 (stereo not drawn)
  x	6%	x	-8
- O=C(COC(=O)Cc1c[nH]c2ccccc12)Nc1cccc2ccccc12
  x	-3%	x	25
- O=C(CCc1ccccc1O)N/N=C/c1ccc(Sc2cccc3cccnc23)o1
  14	-4%	-9%	u
- CC(=O)Nc1sc(N/N=C\c2ccccc2F)nc1-c1cccs1
  1	-11%	x	u
- CCn1c2ccccc2c2cc(NC(=O)COC(=O)Cc3cn4ccsc4n3)ccc21
  -5	-5%	-2%	u
- O=C1CC(N2CCOCC2)C(=O)N1c1ccc2c(c1)OCO2 (stereo not drawn)
  -2	1%	-10%	9

Further results follow:
The line under a structure holds: IMPase inh	ALOX12 inhib	15-hLO-2 inh	PNC assembly inh
- CCCC[C@@H]1C[C@H]1C(NC(=O)c1ccccc1)c1ccc(Cl)cc1 (stereo partly drawn)
  x	-1%	4%	x
- COc1ccc(N2CCN(C(=O)CSc3nnc(-c4cccnc4)n3-c3ccc(F)cc3)CC2)cc1
  9	4%	x	11
- CCOC(=O)c1ccccc1NC(=O)Cn1cnc2c(nnn2-c2ccc(C)cc2)c1=O
  -3	-1%	-7%	16
- CC(C)OC(=O)CSc1nnc(Cc2ccccc2)n1CC1CCCO1 (stereo not drawn)
  -2	-1%	-6%	u
- CCOC(=O)Cc1csc(NC(=O)CSc2nncn2C)n1
  2	1%	x	0
- COc1ccccc1C(=O)Nc1nnc(-c2ccc(F)cc2)o1
  4	0%	6%	29
- Cc1ccc2cc(C#N)c(SCC(=O)NCc3ccco3)nc2c1
  -22	-8%	-5%	-82*
- CCOc1ccc(C2=Nn3c(nnc3-c3ccco3)SC2)cc1
  8	-6%	-5%	-1
- O=C(Nc1c(Cl)cc(Cl)cc1C(=O)NCCN1CCOCC1)c1ccc(Cl)cc1Cl
  x	-2%	x	u
- Cn1c(/C(C#N)=C(\O)COc2ccc3ccccc3c2)nc2ccccc21
  6	-3%	-13%	u
- CSc1ccc(/C=N/NC(=O)c2sccc2C)cc1
  x	-5%	x	53
- Cc1ccc(S(=O)(=O)/N=C2/NC(=O)/C(=C/c3ccncc3)S2)cc1
  x	6%	x	47
- O=C(c1ccco1)N1CCN(S(=O)(=O)c2ccc(S(=O)(=O)NC3CCCC3)cc2)CC1
  3	-2%	-1%	13
- O=C(Cn1nnc(-c2ccccc2NC(=O)c2ccccc2)n1)Nc1ccc2c(c1)OCCO2
  -5	0%	1%	13
- COc1cc(C2NC(=O)NC(C)=C2C(=O)Nc2cccc(C)c2C)cc(OC)c1OC (stereo not drawn)
  u	3%	x	58
- Cc1cc(C(=O)CSc2nc(N)cc(=O)[nH]2)c(C)n1-c1cccc(F)c1
  2	2%	x	18
- Cc1cc(NCCN2CCOCC2)n2nc(C)c(-c3ccccc3)c2n1
  -6	2%	13%	12
- CC(C)CNCC(=O)N1c2ccccc2Sc2ccccc21
  20	-4%	7%	60
- O=C(CN(CC1CCCO1)C(=O)CNS(=O)(=O)c1ccc(Cl)cc1)NCC1CCCO1 (stereo not drawn)
  16	-4%	x	-8
- CC1=CC(=C(C#N)C#N)C=C(C)N1CCN1CCN(C(=O)Nc2ccc(Cl)c(Cl)c2)CC1
  x	-3%	x	-24

(cont.)
The line under a structure holds: IMPase inh	ALOX12 inhib	15-hLO-2 inh	PNC assembly inh
- CC1CCCN(CC(=O)Nc2ccc(S(=O)(=O)NC3CCCCC3)cc2)C1 (stereo not drawn)
  0	-3%	10%	-12
- COc1ccc(C2=NCC(CSc3nccc(=O)[nH]3)S2)cc1 (stereo not drawn)
  2	-1%	x	-12
- Cn1c(SCc2nc(-c3ccc(Cl)cc3)no2)nnc1-c1ccccc1
  0	-7%	2%	-13
- COc1ccc(NS(=O)(=O)c2ccc(C)c(C(=O)O)c2)cc1
  -1	-1%	-8%	-16
- CCS(=O)(=O)Nc1ccc(-c2nnc(SCC(=O)c3cccc(OC)c3)o2)cc1
  u	-7%	-14%	u
- Cc1c(NC(=S)NC(=O)C(C)(C)C)c(=O)n(-c2ccccc2)n1C
  x	2%	x	-4
- CCOc1ccc(C2NC(=O)c3n[nH]c(C)c32)cc1 (stereo not drawn)
  5	0%	-7%	u
- COc1ccc(NC(=S)N2CCC(N(C)CC3CCCO3)CC2)cc1Cl (stereo not drawn)
  x	-7%	x	2
- O=C(COC(=O)c1cc2c(s1)CCC2)Nc1ccc(F)cc1
  x	1%	x	u
- COC(=O)c1[nH]c2cccc(OC)c2c1NC(=O)CCN1CCN(c2ccccc2OC)CC1
  -5	-2%	38%[activator]	-7
- COc1ccc(CCN2C(=O)c3ccccc3C2(O)c2ncc[nH]2)cc1OC (stereo not drawn)
  -20	-1%	x	-12
- C=CCSc1nc(C)cc(/C=C\c2ccccc2)c1C#N
  -1	5%	18%	-9
- CC(C)N(C(=O)COC(=O)c1cc(Cl)cc(Cl)c1N)C(C)C
  -15	-10%	5%	5
- O=c1c2[nH]c3ccccc3c2ncn1CCN1CCCCC1
  6	-8%	9%	12
- COC(=O)c1ccc2nc(NC(=O)COC(=O)CSc3nc(C)cc(C)n3)sc2c1
  x	-1%	x	4
- Cc1c(/C=N\NC(=O)c2ccc([N+](=O)[O-])cc2)cnn1C
  x	6%	x	-109*
- CCc1nnc(NC(=O)CCC(=O)N2CCCC2)s1
  -8	1%	1%	-2
- COc1ccc(/C=C(/NC(=O)c2cccs2)C(=O)N2CCOCC2)cc1OC
  -4	2%	x	u
- O=C(CSc1nc2ccccc2c(=O)n1-c1ccc(Cl)cc1)N/N=C/C=C/c1ccccc1[N+](=O)[O-]
  x	-4%	x	-27
- O=[N+]([O-])c1ccc(-c2cc(-c3ccncc3)nc3ccc4ccccc4c23)cc1
  -2	-2%	23%	u

Whole records as entered above. Screens in order: IMPase inh | ALOX12 inhib | 15-hLO-2 inh | PNC assembly inh
COc1ccc(NC(=S)N2CCC(N(C)CC3CCCO3)CC2)cc1Cl (stereo not drawn) as listed: x | -7% | x | 2
CC1CCCN(CC(=O)Nc2ccc(S(=O)(=O)NC3CCCCC3)cc2)C1 (stereo not drawn) as listed: 0 | -3% | 10% | -12

Next records:
The line under a structure holds: IMPase inh	ALOX12 inhib	15-hLO-2 inh	PNC assembly inh
- C=CCc1cc(C)cc(C)c1OCCn1cncn1
  -2	-4%	x	-7
- COc1ccccc1C(=O)N(Cc1cccs1)C1CCS(=O)(=O)C1 (stereo not drawn)
  3	-7%	14%	57
- O=C(OCCOCCN=C1NS(=O)(=O)c2ccccc21)c1ccncc1
  2	-4%	0%	-22
- O=C1C(Oc2ccccc2)C(c2ccc3c(c2)OCO3)N1CCc1ccc(F)cc1 (stereo not drawn)
  -9	-2%	x	u
- O=C(NCc1ccccn1)Nc1ccc(Cl)c(Cl)c1
  5	-8%	x	-84*
- Nc1ncnc2c1CCC2
  2	-2%	2%	25
- Cc1cc(C(=O)OCC(=O)Nc2ncc(C(F)(F)F)cc2Cl)c(C)o1
  -2	-7%	-1%	24
- Cc1ccc(OC(=O)c2ccc(S(=O)(=O)N(C)C)cc2)c(-n2nc3ccccc3n2)c1
  3	-6%	-9%	-7
- CC1=C/C(=C\c2ccc(Br)o2)C(=O)O1
  1	-1%	x	u
- Cc1cccn2c(=O)c3cc(C#N)c(=O)n(-c4c(C)n(C)n(-c5ccccc5)c4=O)c3nc12
  0	-3%	u	32
- COc1ccc(C(=O)OCC(=O)NCc2ccco2)cc1S(=O)(=O)N1CCN(c2cccc(Cl)c2)CC1
  8	3%	-6%	1
- O=C(CSc1nc2cc(S(=O)(=O)N3CCOCC3)ccc2o1)NC1CCCc2ccccc21 (stereo not drawn)
  10	-12%	-22%	u
- COc1nc(-c2ccc(Cl)cc2)ccc1-c1noc(-c2cccs2)n1
  0	3%	-12%	78
- O=C(CSc1nc2ccccc2n1Cc1ccccc1)N/N=C/c1ccco1
  7	-5%	3%	u
- COc1ccc(CN(C(=O)c2cccs2)C(C(=O)NC2CCCCC2)c2ccc3ncccc3c2)cc1 (stereo not drawn)
  -3	5%	6%	69
- CC(=O)N(C(C)=O)S(=O)(=O)c1ccc(N=NN2CCOCC2)cc1
  x	-4%	x	18
- Fc1ccccc1
  x	-4%	-1%	x
- CC1CCC/C(=N\NC(=S)Nc2ccccc2)C1 (stereo not drawn)
  x	-6%	x	9
- Cn1c(=O)c2[nH]c(/N=N\N3CCN(CCO)CC3)nc2n(C)c1=O
  x	-3%[11.4 µM]	-2%[11.4 µM]	x
- O=C(Nc1cccs1)Nc1c(F)c(F)c(F)c(F)c1F
  x	-1%	x	9

Additional records:
The line under a structure holds: IMPase inh	ALOX12 inhib	15-hLO-2 inh	PNC assembly inh
- CCn1nnnc1SCC(=O)NCc1ccc2c(c1)OCO2
  -4	-9%	x	3
- Cc1cc(C)nc(Nc2ccccc2Br)n1
  -2	1%	6%	u
- COc1ccccc1CNC(=O)COC(=O)[C@H](Cc1c[nH]c2ccccc12)NC(=O)c1cccs1
  21	-10%	x	-24
- CC(CCC(=O)O)C1CCC2C3C(=O)C[C@@H]4CC(=O)CC[C@@]4(C)C3CC(=O)[C@]12C (stereo partly drawn)
  x	2%	3%	x
- COC(=O)Cn1ccc(N(C)C)c(C#N)c1=O
  16	2%	9%	19
- CCOc1cc(C(=O)N(C)Cc2cc3ccccc3[nH]c2=O)cc(OCC)c1OCC
  13	-3%	3%	12
- CCCc1[nH]nc2c1C(c1cc(OC)cc(OC)c1)C(C#N)=C(N)O2 (stereo not drawn)
  1	-2%	5%	-12
- O=C1CCc2cc(S(=O)(=O)N3CCC(C(=O)NC4CCCC4)CC3)ccc2N1
  -5	-3%	-3%	19
- CC(C)OC(=O)CSc1nnc(-c2cnccn2)n1Cc1ccco1
  -3	-9%	-6%	-23
- Cc1ccc(SCC(=O)O/N=C(\N)c2ccc([N+](=O)[O-])cc2)cc1
  5	1%	-6%	34
- COC(=O)CNC(c1ccccc1)c1cc(Br)ccc1NC(=O)CCN1CCOCC1 (stereo not drawn)
  12	u	x	-9
- CC(=O)Nc1ccc2c(c1)OCCO2
  3	0%	6%	u
- COc1cccc(NC(=S)N/N=C2\CC(C)(C)Oc3ccc(O)cc32)c1
  2	u	x	u
- COc1ccc(C(=O)OCC(=O)Nc2ccc(F)c(F)c2F)cc1OC
  -7	7%	-4%	42

High-throughput results as filed in PubChem BioAssay.
